697 NFkB inh – inhibitors of PMA/ionomycin-induced NF-kB reporter, 697 cells, primary screen, B-cell NF-kB inhibitor project, cell-based, luminescence, uHTS | 697 B-cell NF-kB luciferase reporter, 16 h | inhibition, % at 4 µM | 330,000 compounds, 0.33% hits; in the data active means inhibition above about 35%
tim23-1 inh – growth inhibitors of tim23-1 mutant yeast, primary screen, luminescence, uHTS | AID 463212, 2010 | inhibition, % at 20 µM | 330,000 compounds, 1.3% hits | S. cerevisiae tim23-1 growth, BacTiter-Glo luminescence, 24 h;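 active means growth inhibition of the mutant yeast at or above 50%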;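 further: temperature-sensitive mutant grown at 25 °C; plate controls were DMSO-treated mutant yeast for no effect and medium wells lacking yeast for full effect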
Mdm2-MdmX inh – inhibitors of human Mdm2-MdmX association, primary screen, cell-based, luminescence, split luciferase, SaOS-2, uHTS. SaOS-2 split-luciferase Mdm2/MdmX complementation. inhibition, % at 8 µM. 330,000 compounds, 3% hits. AID 485346, 2010;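 active means inhibition of at least 50% at 8 µM in the primary screen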
Target sequence (O15151 whole entry, looked up): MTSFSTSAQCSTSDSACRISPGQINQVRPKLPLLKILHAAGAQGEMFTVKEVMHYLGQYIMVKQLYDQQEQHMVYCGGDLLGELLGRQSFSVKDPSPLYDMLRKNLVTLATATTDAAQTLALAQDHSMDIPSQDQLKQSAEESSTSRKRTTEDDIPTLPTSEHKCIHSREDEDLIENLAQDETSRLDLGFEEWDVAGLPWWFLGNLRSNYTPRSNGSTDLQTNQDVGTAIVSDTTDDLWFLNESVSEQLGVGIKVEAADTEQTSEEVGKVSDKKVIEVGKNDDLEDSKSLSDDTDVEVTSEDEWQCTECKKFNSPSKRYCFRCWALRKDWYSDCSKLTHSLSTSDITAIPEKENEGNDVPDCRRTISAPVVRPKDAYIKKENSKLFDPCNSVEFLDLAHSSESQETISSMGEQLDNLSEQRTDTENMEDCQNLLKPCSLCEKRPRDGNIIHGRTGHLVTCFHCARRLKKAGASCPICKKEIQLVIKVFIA
Target sequence (Q00987 whole entry, looked up): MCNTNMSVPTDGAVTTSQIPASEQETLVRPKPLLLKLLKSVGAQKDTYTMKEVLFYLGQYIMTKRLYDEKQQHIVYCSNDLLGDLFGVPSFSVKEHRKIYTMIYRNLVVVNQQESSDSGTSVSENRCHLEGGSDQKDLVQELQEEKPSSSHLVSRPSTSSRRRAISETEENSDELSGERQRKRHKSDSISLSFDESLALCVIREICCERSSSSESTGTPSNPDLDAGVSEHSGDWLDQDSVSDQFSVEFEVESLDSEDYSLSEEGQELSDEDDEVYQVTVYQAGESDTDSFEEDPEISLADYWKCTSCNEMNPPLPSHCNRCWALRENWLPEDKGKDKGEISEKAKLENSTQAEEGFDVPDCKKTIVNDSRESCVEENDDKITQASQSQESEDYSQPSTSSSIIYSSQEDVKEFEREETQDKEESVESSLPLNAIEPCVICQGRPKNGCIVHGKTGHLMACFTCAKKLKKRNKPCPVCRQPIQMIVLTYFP
tim10-1 inh – growth inhibitors of tim10-1 mutant yeast, primary screen, luminescence, uHTS | S. cerevisiae tim10-1 ts strain growth, BacTiter-Glo, 24 h | inhibition, % at 20 µM | 330,000 compounds, 2.2% hits | AID 463190, 2010;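 active means inhibition of at least 40%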;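 further: mutant grown at 25 °C; 0% = DMSO wells with yeast and 100% = wells holding no yeast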
TIM10 inh – growth inhibitors of isogenic TIM10 control yeast, primary screen, counter-screen for tim10-1 yeast inhibitor project, luminescence, uHTS. S. cerevisiae TIM10 strain growth, BacTiter-Glo luminescence, 24 h. inhibition, % at 10 µM. 330,000 compounds, 1.4% hits. AID 463195, 2010;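 active means inhibition of 40% or more at the single tested concentration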;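 further: wild-type TIM10 isogenic control strain grown at permissive 25 °C; 0% = DMSO yeast wells and 100% = minimal medium wells without yeast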
UPR XBP1 act – activators of adaptive XBP1 UPR arm, primary screen, cell-based, CHO-XBP1 luciferase reporter, luminescence, uHTS. activation, % at 20 µM. IRE1-XBP1 UPR activation; percent of tunicamycin response, DMSO as zero. 330,000 compounds, 0.33% hits. AID 463104, 2010;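 active means versus positive control, 20 µM dose yields 30% or more activation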;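 further: 100% = tunicamycin at 10 µg/mL and 0% = DMSO only wells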
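Material: CHO-XBP1 cells stably carrying IRE1-XBP1-driven luciferase reporter | Medium: F12 with 10% serum | Compound dosing: 20 µM single concentration, DMSO 1% | Incubation: Overnight seeding at 37 °C, 6 h compound treatment at 37 °C | Detection: Steady-Glo luminescence read | Read-out basis: % activation of reporter signal versus tunicamycin and DMSO controls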
CHOP UPR activ – activators of apoptotic CHOP UPR arm, primary screen, cell-based, CHO-CHOP luciferase reporter, luminescence, uHTS; AID 449763, 2010; activation, % at 10 µM; 330,000 compounds, 0.34% hits; UPR activation; percent of tunicamycin response over DMSO baseline;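 active means at 10 µM dose, activation of 40% or more, normalized to positive control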;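 further: 100% = tunicamycin at 10 µg/mL and 0% = DMSO alone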
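Dosing – one dose, 10 µM in 0.5% DMSO · System – CHO-CHOP cells, stable luciferase reporter of PERK-eIF2a-CHOP signalling · Input – 500 cells/well · Control set – tunicamycin 10 µg/mL final as positive, DMSO-only wells as negative · Timing – 6 h compound treatment, 37 °C · Measure – % activation vs tunicamycin · Technique – luminescence read with Steady-Glo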
Jurkat NFkB inh – inhibitors of induced NF-kB luciferase reporter, primary screen, TCR NF-kB activation inhibitor project, cell-based, luminescence, uHTS; 330,000 compounds, 0.53% hits; inhibition, % at 4 µM; AID 435003, 2010; Jurkat, PMA/ionomycin-induced NF-kB luciferase reporter; in the data active means inhibition above about 50%
* = called active by the depositor.

SMILES	697 NFkB inh	tim23-1 inh	Mdm2-MdmX inh	tim10-1 inh	TIM10 inh	UPR XBP1 act	CHOP UPR activ	Jurkat NFkB inh
Nc1nc(SCCN2C(=O)c3ccccc3C2=O)n[nH]1	-11	-7	-9	15	-10	2	-2.2	-5
O=C(Cn1cnc(S(=O)(=O)N2CCCC2)c1)Nc1cccc(F)c1	14	-7	14	-10	-2	-4	4.2	7
O=C(Cn1c(=O)oc2ccccc21)Nc1ccccc1C(F)(F)F	-6	6	-27	7	-9	-5	0.3	5
COC(=O)c1ccc(/C=C/c2c(-c3ccc(OC)cc3)oc3ccccc23)cc1	0	-14	32	12	-1	4	-1.5	1
Cc1cccc(Cc2nnc(CCC(=O)NCc3cnc4ccccn34)o2)c1	3	-2	-3	8	8	-1	0.8	2
CNc1nc(Cl)nc(Nc2ccccc2)n1	-10	-5	-6	14	31	10	1.1	5
O=C(Oc1ccnc2cc(Cl)ccc12)N1CCOCC1	8	-10	44	-8	-2	-1	-2.7	-14
O=[N+]([O-])c1cccc2ncccc12	-2	-5	11	-11	-18	-2	1.9	1
CC1(c2ccccc2)NC(=O)N(CC(=O)N2CCN(S(=O)(=O)c3cccs3)CC2)C1=O (stereo unspecified)	-14	-3	8	-5	-4	3	3.1	12
CCn1c(=O)n(CC)c2cc(S(=O)(=O)Nc3c(C)cccc3C)ccc21	9	4	35	-6	3	-1	0.3	6
CC(C)(C)C(=O)Nc1ccc(C(=O)Nc2cccc(Oc3ccc(C(=O)O)c(C(=O)O)c3)c2)cc1	12	-1	17	-5	-1	-3	-2.2	22
COc1ccc(-c2c(C#N)c(N)nc3c2CCc2ccccc2-3)cc1OC	24	51*	89*	40	29	6	0.8	67*
Cc1ccc(S(=O)(=O)CCc2nc3ccccc3s2)cc1	-7	18	24	12	-1	-1	0.6	-10
Cc1cccc(OCC(O)CN2CCN(C3CCCCC3)CC2)c1 (stereo unspecified)	-13	-8	-25	-16	-14	-1	-0.6	-11
Cc1ccc(S(=O)(=O)/N=C(/Sc2ccccc2C(=O)O)c2ccccc2)cc1	-9	-1	11	2	-1	-2	0.2	2
COc1ccccc1Oc1ccc(-c2cnc3ccccc3n2)cc1[N+](=O)[O-]	-70	12	0	1	-24	-3	2.0	59*
C=CCNCCCCOc1ccc(C)cc1[N+](=O)[O-]	0	4	3	3	6	-1	3.4	16
COC(=O)c1cc(C)sc1NC(=O)CCCC(=O)O	5	-4	-7	9	10	-2	-0.1	9
COc1ccc(/C=C/c2c(-c3ccc(OC)cc3)oc3ccc(-c4ccc(OC)cc4)cc23)cc1	15	-6	-3	9	-12	0	-1.9	-3
C/C(=N\Nc1nc(N)cc(Cl)n1)c1ccc(Cl)c(Cl)c1	20	-1	5	18	26	1	1.8	-5
COc1ccc2cc(OCC(=O)NNC(=O)Nc3ccc(OC)c(OC)c3)ccc2c1	-23	-22	-3	-24	4	-3	1.0	-1
O=S(=O)(NCCc1cn2ccccc2n1)c1ccc2c(c1)CCCC2	-10	6	19	-10	-2	0	-1.7	-4
Cc1cc(C)cc(NC(=O)CCc2c(C)nn(-c3ccc(N4CCOCC4)nn3)c2C)c1	-22	12	-4	26	-1	-3	3.4	-19
CC(=O)Nc1ccc(S(=O)(=O)N2CC(=O)NC(=O)C2)cc1	-10	0	36	-4	10	-2	1.1	7
Cc1cccc(N(C(=O)c2csnn2)C(C(=O)NCc2ccccc2)c2ccncc2)c1 (stereo unspecified)	-6	9	23	6	-15	-1	3.6	-10
Cc1cc(C)n2nc(CC(=O)NCc3ccccc3Cl)nc2n1	-29	6	-7	5	-3	-2	0.6	-6
Cc1cccc(N2CCN(CC(=O)N(C)Cc3ccccc3)CC2C)c1 (stereo unspecified)	11	15	14	15	-3	-5	0.5	7
CCCCN(CCCNC(=O)Cn1nc(CC)n2c(cc3sc(C)cc32)c1=O)Cc1ccccc1	-24	-1	39	0	5	-5	1.1	17
CC1C[C@@]2(NC(=O)NC2=O)C(C)CN1C (stereo partly specified)	-6	-6	23	1	-6	-5	-3.7	-6
O=C(CN1CCN(Cc2ccccc2)CC1)NC(=O)NCc1ccco1	-16	20	-24	7	7	1	-1.6	9
CCOC(=O)C1=C(c2ccccc2)N2CCS(=O)(=O)N=C2S1	-2	4	15	-16	-3	0	-1.1	-27
COC(=O)[C@@H]1C(c2ccccc2)(c2ccccc2)[C@@]1(C)C(=O)OC	0	19	-10	12	4	1	1.0	-7
COc1cc(OC)cc(-c2c(-c3cccs3)c3cc(-c4cnc(OC)nc4)ccc3n2C)c1	-11	-10	21	7	7	-2	2.4	-12
COc1ccc(-c2nn3cnnc3s2)cc1OC	13	0	1	3	3	2	-3.0	-12
CC1CCCC(NC(=O)C2CCN(S(=O)(=O)N3CCCCC3)CC2)C1C (stereo unspecified)	-3	10	6	9	9	0	-0.2	-1
O=C(NC1(Cc2ccccc2)CCN(CCc2cccs2)C1=O)c1ccccc1 (stereo unspecified)	9	39	-10	30	31	-2	4.8	15

Limited to 697 NFkB inh and UPR XBP1 act, for four of the compounds above:
molecule | 697 NFkB inh | UPR XBP1 act
O=C(CN1CCN(Cc2ccccc2)CC1)NC(=O)NCc1ccco1 | -16 | 1
COc1ccc(-c2nn3cnnc3s2)cc1OC | 13 | 2
Cc1cccc(N2CCN(CC(=O)N(C)Cc3ccccc3)CC2C)c1 (stereo unspecified) | 11 | -5
CCCCN(CCCNC(=O)Cn1nc(CC)n2c(cc3sc(C)cc32)c1=O)Cc1ccccc1 | -24 | -5

Remaining list, next part:
SMILES	697 NFkB inh	tim23-1 inh	Mdm2-MdmX inh	tim10-1 inh	TIM10 inh	UPR XBP1 act	CHOP UPR activ	Jurkat NFkB inh
CSCCC(NC(=O)c1ccccc1Br)C(=O)N1CCC(C)CC1 (stereo unspecified)	15	5	28	9	18	-2	-1.1	11
S=C(Nc1ccc(Cl)cc1)NC1CCCCC1	-16	23	-15	7	3	5	0.4	-24
O=[N+]([O-])c1ccccc1C1Nc2cccc3cccc(c23)N1	-55	49	93*	85*	57*	1	4.4	-23
C[C@H]1CC[C@]2(O[C@H](CCO)C[C@H](O)[C@H]2O)O1	13	3	19	-2	3	1	0.7	18
COc1cc(CNCc2ccc3c(c2)OCO3)c([N+](=O)[O-])cc1OC	8	-5	23	-12	2	-5	0.8	-5
CC1(OC(=O)CCc2ccccc2)C(=O)C=C2C=C(c3ccc(C#N)cc3)N(Cc3ccccc3)C=C2C1=O (stereo unspecified)	3	13	-1	-9	5	2	7.2	0
CCc1ccc(NS(=O)(=O)c2ccc(OC)c3ncccc23)cc1	-30	-4	14	-4	7	0	1.8	14
Cc1nnc(N/N=C/c2ccc(Br)cc2)n1N	5	0	17	3	15	3	2.2	2
COc1ccc(C(=O)NC(Cc2ccccc2)c2ccc3c(c2)OCCCO3)cc1 (stereo unspecified)	3	19	5	28	23	-2	0.8	-5
COC(=O)c1cc(Br)ccc1NC(=O)Nc1ccccc1	11	-9	6	-11	6	-2	-0.2	5
CCc1ccc(C2CC(c3cccc(Cl)c3)n3nc(N)nc3N2)cc1 (stereo unspecified)	15	20	10	26	21	0	1.0	16
CC(CC(=O)O)CC(=O)Nc1ccc(Br)cc1 (stereo unspecified)	11	10	-9	-17	-17	2	2.6	8
Cc1cc(=O)[nH]c(SCc2nc3ccccc3n2Cc2ccccc2)n1	-15	21	-7	14	2	1	0.3	-12
O=C(COc1ncnc2sccc12)Nc1ccc(F)cc1F	-1	9	-1	-1	18	-8	-0.1	-1
CC(=O)c1cccc(NC(=O)C(CC(C)C)NC(=O)C2CCCCC2)c1 (stereo unspecified)	18	12	25	3	2	-3	2.1	11
O=C(CCc1ccccc1Cl)Nc1ccc(S(=O)(=O)Nc2nccs2)cc1	-6	1	7	11	-1	-3	-1.6	2
Cc1noc(C)c1C(=O)N1CCC(CO)(Cc2ccccc2)CC1	12	1	-3	6	-7	1	0.6	1
CCn1c(CSc2nc(C)cc(C)n2)nnc1SCC(=O)Nc1cccc2ccccc12	7	9	-4	14	-16	-3	-1.4	-4
COc1ccc(S(=O)(=O)N2c3cc(Cl)ccc3Oc3nc4ccccc4nc32)cc1	-29	-7	46	11	2	39*	1.8	37
CCN1C(=O)S/C(=C\c2ccc(N3CCOCC3)cc2C)C1=O	-114	21	-220	25	19	5	3.5	-123
O=S(=O)(Nc1ccncc1Cl)c1cc(Cl)ccc1Cl	13	0	3	-4	-8	-1	-0.6	2
CC(C)C(=O)N[C@H]1CCC2C3CC=C4C[C@@H](O)CC[C@]4(C)C3CC[C@@]21C (stereo partly specified)	-5	20	2	11	2	-1	0.5	4
CCOC(=O)c1oc2cccc(OCC(O)CNC(C)C)c2c1C (stereo unspecified)	7	-11	-7	13	10	2	-1.1	11
NS(=O)(=O)c1ccc(CCNC(=O)c2ccccc2-c2ccccc2)cc1	-9	14	2	1	-19	1	0.4	-1

Taken from above:
`O=S(=O)(Nc1ccncc1Cl)c1cc(Cl)ccc1Cl` in CHOP UPR activ shows -0.6
`NS(=O)(=O)c1ccc(CCNC(=O)c2ccccc2-c2ccccc2)cc1` in tim10-1 inh shows 1

Further results
SMILES	697 NFkB inh	tim23-1 inh	Mdm2-MdmX inh	tim10-1 inh	TIM10 inh	UPR XBP1 act	CHOP UPR activ	Jurkat NFkB inh
O=C(Nc1ncccn1)c1ccc([N+](=O)[O-])cc1Cl	-11	-13	0	-8	-5	-1	-1.4	-3
O=C(NNC(=O)c1cc(O)c(O)c(O)c1)NC1CCCCC1	2	-13	-3	-8	0	-3	-0.6	3
O=C(O)C1=CC[C@@H](c2ccc(Cl)cc2)N(S(=O)(=O)c2ccc(Cl)cc2)[C@H]1c1ccc(F)cc1	16	13	19	13	13	-2	1.3	8
CCOC(=O)[C@@H]1[C@H]2COc3ccccc3[C@H]2N2C(=O)N(c3ccc(C(F)(F)F)cc3)C(=O)[C@]12C	6	49	38	21	-14	6	0.2	-4
Cc1ccc(NC(=O)CSc2nc(=O)n(CCN(C)C)c3c2CCCC3)c(C)c1	18	-9	5	7	1	-2	1.4	4
Cc1ccsc1C(=O)OCC(=O)c1cc(C)n(C)c1C	-197	-4	16	-9	-10	-8	-6.6	-149
COC(=O)CCC(=O)OC1(C)C(=O)C2=CN(CCN3CCOCC3)C(c3ccc(OC)cc3)=CC2=C(Br)C1=O (stereo unspecified)	21	-5	-24	-6	3	0	0.7	10
CC(c1ccccc1C(O)c1ccccc1)N(C)C (stereo unspecified)	9	-97	29	-5	-1	0	-1.7	-4
Cc1nc(N2CCN(C(=O)c3ccco3)CC2)c2c3c(sc2n1)CCC3	-4	37	9	24	12	-6	-0.5	-3
CCOC(=O)CCCN1CC(O)=C(c2nc3ccccc3s2)C1=N	9	3	-14	-12	30	2	2.1	0
Cc1cc(C)c(C(=O)OCCNC(=O)c2cccnc2)cc1C	-15	7	1	21	-4	-1	-1.3	6
